FAK inh: inhibitors of human focal adhesion kinase. Q05397. biochemical FAK kinase activity assay. inhibition, %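 (tested at 7 µM)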. 97,000 compounds, 0.84% hits. AID 727; in the data active = inhibition above about 19%;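 note: 0% = DMSO and 100% = reference compound high control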
Mac1 fbg inh: inhibitors of human CD11b/CD18 binding to fibrinogen; P05107+P11215; K562 CD11b/CD18 adhesion to fibrinogen, ATPlite luminescence; Mn2+ added to activate the integrin; inhibition, % at 10 µM; 93,000 compounds, 0.54% hits;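 active = primary inhibition of 50% or more at 10 µM, then 40% or more on retest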; note: some results filed as inactive read as strong as hits
ERb coact inh: ER-beta (human) coactivator binding inhibition | Q92731 | TR-FRET ER-beta LBD / SRC1-Cy5 peptide binding; receptor agonist-loaded with 1 µM estradiol | inhibition, % at 25.6 µM | 86,000 compounds, 1.3% hits | AID 633;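 active = compounds whose percent inhibition of the receptor-coactivator binding signal exceeds about 50% in the single-dose screen, limit read from the data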;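 note: 0% = receptor plus peptide wells without compound and 100% = peptide-only wells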
PLAP activator: activates human placental alkaline phosphatase | 96,000 compounds, 1.2% hits | activation fold at 20 µM | purified PLAP enzyme, luminescent substrate read-out; active compounds read high | P05187 | AID 696; in the data active = activation fold above about 2
Target sequence (P05187 whole entry, looked up): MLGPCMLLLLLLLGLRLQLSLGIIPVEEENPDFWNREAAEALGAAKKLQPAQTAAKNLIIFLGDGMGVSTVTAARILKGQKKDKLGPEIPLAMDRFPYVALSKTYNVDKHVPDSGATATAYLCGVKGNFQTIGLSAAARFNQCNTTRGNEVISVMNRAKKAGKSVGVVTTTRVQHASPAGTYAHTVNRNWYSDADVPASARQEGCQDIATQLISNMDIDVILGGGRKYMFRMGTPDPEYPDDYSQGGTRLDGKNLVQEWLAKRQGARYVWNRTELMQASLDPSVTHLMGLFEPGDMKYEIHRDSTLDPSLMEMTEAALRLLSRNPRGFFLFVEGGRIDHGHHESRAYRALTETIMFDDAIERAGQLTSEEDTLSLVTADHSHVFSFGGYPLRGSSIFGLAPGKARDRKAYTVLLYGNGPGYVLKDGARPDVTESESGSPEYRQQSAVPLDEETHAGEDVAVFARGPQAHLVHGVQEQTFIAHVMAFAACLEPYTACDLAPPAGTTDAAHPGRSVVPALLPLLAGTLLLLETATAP
ERa SRC1 pot: enhances coactivator binding to human estrogen receptor alpha | 86,000 compounds, 1.3% hits | TR-FRET ERalpha-LBD/SRC-Cy5 coactivator binding, 2 h; 100 = basal binding, no effect | AID 639 | coactivator binding (% of control), % at 25.6 µM | P03372; in the data active = activity above about 200%;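 note: binding measured in presence of low estradiol as agonist stimulus; 0% = peptide alone without receptor and 100% = receptor with peptide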
Target sequence (P03372 whole entry, looked up, the tested form may be a part): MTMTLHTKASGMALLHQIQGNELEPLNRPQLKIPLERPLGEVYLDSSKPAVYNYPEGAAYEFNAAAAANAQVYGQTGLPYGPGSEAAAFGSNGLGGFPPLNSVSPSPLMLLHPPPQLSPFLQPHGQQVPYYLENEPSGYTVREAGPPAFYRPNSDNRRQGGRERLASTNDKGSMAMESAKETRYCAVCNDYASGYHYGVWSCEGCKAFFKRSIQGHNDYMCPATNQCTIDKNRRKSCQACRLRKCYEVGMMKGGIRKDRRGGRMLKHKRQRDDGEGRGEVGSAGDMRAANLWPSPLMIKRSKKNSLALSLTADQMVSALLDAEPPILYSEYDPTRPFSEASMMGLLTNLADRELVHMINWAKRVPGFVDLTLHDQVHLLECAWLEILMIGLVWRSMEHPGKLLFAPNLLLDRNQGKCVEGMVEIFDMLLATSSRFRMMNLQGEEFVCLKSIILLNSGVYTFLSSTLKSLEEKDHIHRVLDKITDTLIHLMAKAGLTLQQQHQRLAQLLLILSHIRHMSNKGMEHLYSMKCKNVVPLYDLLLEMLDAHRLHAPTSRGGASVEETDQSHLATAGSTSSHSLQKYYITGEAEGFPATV
E coli WT exp: blocks growth of wild type E. coli BW25113; OD600 absorbance; growth inhibition, % at 100 µM; 98,000 compounds, 0.15% hits;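 active = growth inhibition above about 50% at one test dose, limit read from the data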;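 note: growth measured after 20 h incubation at 37 °C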
ERa SRC1 inh: blocks coactivator binding to human estrogen receptor alpha. P03372. 86,000 compounds, 1.7% hits. inhibition, % at 25.6 µM. TR-FRET ER-alpha LBD / SRC-1 peptide, estradiol-bound; in the data active = inhibition above about 50%;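 note: 0% = receptor plus peptide control and 100% = peptide only without receptor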
Mac1 fbg enh: increases human CD11b/CD18 adhesion to fibrinogen | AID 1499 | 93,000 compounds, 0.07% hits | activation, % at 10 µM | P05107+P11215 | K562 CD11b/CD18 adhesion to fibrinogen, ATPlite luminescence;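 active = 10 µM primary screen giving 50% or more activity, confirmed by 40% or more on retest at that dose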; note: strong numbers were not always called active; reference of the scale not given here
MT1-MMP txn act: MT1-MMP promoter transcription activation; 86,000 compounds, 0.16% hits; HT1080 MT1-MMP promoter luciferase reporter, luminescence, overnight; active compounds read high; activation factor at 10 µM;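 active = activation factor of at least 2 for MT1-MMP transcription at 10 µM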
* hit, by the source's call; . = no result given; [ ] = dose if it differs, or a comment.

Start of the listing, in advance (7 entries):
cpd	compound	FAK inh	Mac1 fbg inh	ERb coact inh	PLAP activator	ERa SRC1 pot
1	CC1CCCCC12NC(=O)N(CC(=O)Nc1ccc(S(=O)(=O)N3CCOCC3)cc1)C2=O (stereo unspecified)	0	-1	.	1.5	.
2	CCOC(=O)C1CCCN(C(=O)c2cn(C)c3ccc(S(=O)(=O)N4CCCC4)cc3c2=O)C1 (stereo unspecified)	.	-10	-7	1.1	93
3	N=c1c2c(-c3ccccc3)c(-c3ccccc3)n(Cc3ccco3)c2ncn1Cc1ccccc1	8	37	5	1.5	41
4	CC1CCCCN1S(=O)(=O)c1ccc(NC(=O)c2ccco2)cc1 (stereo unspecified)	1	-6	-12	0.9	102
5	O=S(Cc1ccc(Br)cc1)Cc1nnc(SCc2c(Cl)cccc2Cl)n1-c1ccccc1 (stereo unspecified)	3	21	.	1.7	.
6	N#CCCN(Cc1cccnc1)S(=O)(=O)c1ccc(S(=O)(=O)N2CCCCCC2)cc1	0	-3	13	1.5	92
7	O=C(CN1CCC(n2nnc3cc(F)ccc32)CC1)Nc1ccc2c(c1)CCC2	2	-41	-8	1.2	100

cpd	E coli WT exp	ERa SRC1 inh	Mac1 fbg enh	MT1-MMP txn act
1	-4	.	-4	.
2	0	-2	-6	1.2
3	7	46[fluorescence artefact?]	2	1.1
4	-5	10	-1	1.1
5	-21	.	-4	.
6	40	6	2	1.1
7	4	-7	-3	1

Results, repeating the preview:
cpd	compound	FAK inh	Mac1 fbg inh	ERb coact inh	PLAP activator	ERa SRC1 pot
1	CC1CCCCC12NC(=O)N(CC(=O)Nc1ccc(S(=O)(=O)N3CCOCC3)cc1)C2=O (stereo unspecified)	0	-1	.	1.5	.
2	CCOC(=O)C1CCCN(C(=O)c2cn(C)c3ccc(S(=O)(=O)N4CCCC4)cc3c2=O)C1 (stereo unspecified)	.	-10	-7	1.1	93
3	N=c1c2c(-c3ccccc3)c(-c3ccccc3)n(Cc3ccco3)c2ncn1Cc1ccccc1	8	37	5	1.5	41
4	CC1CCCCN1S(=O)(=O)c1ccc(NC(=O)c2ccco2)cc1 (stereo unspecified)	1	-6	-12	0.9	102
5	O=S(Cc1ccc(Br)cc1)Cc1nnc(SCc2c(Cl)cccc2Cl)n1-c1ccccc1 (stereo unspecified)	3	21	.	1.7	.
6	N#CCCN(Cc1cccnc1)S(=O)(=O)c1ccc(S(=O)(=O)N2CCCCCC2)cc1	0	-3	13	1.5	92
7	O=C(CN1CCC(n2nnc3cc(F)ccc32)CC1)Nc1ccc2c(c1)CCC2	2	-41	-8	1.2	100
8	Cc1nn(-c2ccccc2)c2sc(C(=O)NC3CCCCC3)cc12	-2	-2	0	1.3	105
9	N#Cc1c(NC(=O)CCCN2C(=O)c3ccccc3C2=O)oc(-c2ccccc2)c1-c1ccccc1	5	3	-4	1	127
10	CCOC(=O)N1CCC(Nc2ccc3nnc(-c4ccccc4)n3n2)CC1	1	-7	-1[fluorescence artefact?]	1.6	103
11	O=C1NCCN1C(=O)c1cccc(Cl)c1	-5	-5	-10[fluorescence artefact?]	1.1	100
12	CS(=O)(=O)N(Cc1ccccc1)c1ccccc1C(=O)N1CCN(c2ccccc2)CC1	-2	7	-7	1.8	105

cpd	E coli WT exp	ERa SRC1 inh	Mac1 fbg enh	MT1-MMP txn act
1	-4	.	-4	.
2	0	-2	-6	1.2
3	7	46[fluorescence artefact?]	2	1.1
4	-5	10	-1	1.1
5	-21	.	-4	.
6	40	6	2	1.1
7	4	-7	-3	1
8	-1	-10	0	1.1
9	1	-15	2	1.1
10	3	8	5	1
11	3	-19[fluorescence artefact?]	-2	1.1
12	3	1	2	1.1

More structures:
cpd	compound	FAK inh	Mac1 fbg inh	ERb coact inh	PLAP activator	ERa SRC1 pot
13	CCOC(=O)c1cnc2nc(NCc3ccc(OC)c(OC)c3)[nH]n2c1=O	1	.	-2	.	90
14	CCCCN(C(=O)NC(=O)Nc1ccccc1OC)S(C)(=O)=O	-1	-2	-3	1	110[fluorescence artefact?]
15	Cc1ccc2[nH]c3c(=O)n(CCCN4CCOCC4)cnc3c2c1	0	-3	3[fluorescence artefact?]	1.4	110
16	CCOC(=O)C1=C(c2ccccc2)NC(=S)NC1c1cc([N+](=O)[O-])ccc1OC (stereo unspecified)	-1	0	.	0.9	.
17	CCOC(=O)Cn1c(=O)oc2cc(S(=O)(=O)NCCc3ccc(C)cc3)ccc21	1	2	-13	0.8	108
18	CCN(c1cccc(C)c1)c1nc2ccsc2c(=O)s1	2	19	-5	0.8	166
19	O=C(NCCc1ccccc1)c1cccnc1	-2	-27	-6	0.9	101
20	O=C(Nc1ccc(Br)c2cccnc12)c1ccc(Cn2cc(Cl)cn2)o1	.	.	2[fluorescence artefact?]	.	90
21	CCn1c(C)cc2c(c1=O)C(c1ccccc1Br)C(C#N)=C(N)O2 (stereo unspecified)	.	-15	-4	0.9	119
22	Cc1ccc(NC(=O)Cn2c(=O)n(CCCCC(=O)NCc3ccco3)c(=O)c3ccccc32)cc1	2	-15	7[fluorescence artefact?]	1.2	110
23	COc1ccc(C2C(C(=O)N3CCCC3)c3cc(OC)c(OC)cc3C(=O)N2C)cc1OC (stereo unspecified)	.	9	-3[fluorescence artefact?]	1.2	113
24	O=C(c1ccc(COc2ccccc2Br)o1)N1CCN(c2ccccn2)CC1	0	.	-1	1.4	72

cpd	E coli WT exp	ERa SRC1 inh	Mac1 fbg enh	MT1-MMP txn act
13	-5	1	.	1.1
14	4	-5	-3	1.1
15	24	8	-2	1.1
16	-4	.	1	.
17	-10	-3	0	1.1
18	-3	2	1	.
19	3	-3	-1	.
20	.	-4	.	1.1
21	-4	-10	1	1.1
22	-6	17[fluorescence artefact?]	1	.
23	3	-7	2	1.1
24	-14	11	.	1.2

A few values from the results shown.
compound 14 in ERa SRC1 pot: 110[fluorescence artefact?]
compound 22 in Mac1 fbg inh: -15
compound 18 in ERb coact inh: -5
compound 20 in ERa SRC1 inh: -4
compound 16 in FAK inh: -1
compound 13 in ERa SRC1 inh: 1
compound 23 in ERb coact inh: -3[fluorescence artefact?]

Next structures follow:
cpd	compound	FAK inh	Mac1 fbg inh	ERb coact inh	PLAP activator	ERa SRC1 pot
25	COCCNC(=O)C(=O)Nc1cccc(Br)c1	0	6	-4	1.1	114
26	CCc1nc(C)cn1S(=O)(=O)c1cc(Br)ccc1OC	1	-4	-7	1.2	114[fluorescence artefact?]
27	Cc1ccc2nc(C(F)(F)F)c(C#N)c(N)c2c1	.	-9	.	1	.
28	Cc1ccc(CNC(=O)C(=O)NCCCn2ccnc2)cc1	-1	.	12	.	91
29	Cc1cccc(C)c1NC(=O)CSc1nnc([C@@H]2CCCN2C(=O)OC(C)(C)C)o1	.	-2	-4	1.2	113[fluorescence artefact?]
30	O=C(NCc1ccc2c(c1)OCO2)c1cc(-c2ccccc2)on1	3	-18	10	0.9	105
31	CCC(C(=O)NC(C)(C)C)N(C(=O)Cn1nnc(-c2cccs2)n1)c1cnc2ccccc2c1 (stereo unspecified)	4	.	1	1.5	93
32	COC(=O)c1ccc(-n2nnnc2SCc2nn[nH]n2)cc1	0	.	0	1.2	105[fluorescence artefact?]
33	COc1cc(CN2CCC(C(=O)N3CCN(c4ccccc4F)CC3)CC2)cc(OC)c1O	-2	1	4[fluorescence artefact?]	1.7	122[fluorescence artefact?]
34	Cc1noc(NS(=O)(=O)c2ccc(NC(=O)c3ccc(Br)o3)cc2)c1C	-3	-6	0	1.1	85
35	CC(=O)C1=C(C)Nc2ncnn2C1c1cccc(OCc2ccccc2)c1 (stereo unspecified)	-3	-1	-9	1	104
36	CN(CCCNC(=O)c1cccc(N2CCCC2=O)c1)c1ccccc1	9	.	-5	.	105

cpd	E coli WT exp	ERa SRC1 inh	Mac1 fbg enh	MT1-MMP txn act
25	9	12	-6	1.5
26	9	-12	-2	1.2
27	-2	.	-7	1.6
28	.	17	.	1.1
29	-10	-4	-2	1
30	-9	9	21	1.1
31	-6	3	.	1.1
32	1	5[fluorescence artefact?]	.	1.4
33	-4	-9	-3	1
34	2	2	3	1.2
35	-2	-4	0	1
36	0	-7	.	1

The listing continues.
cpd	compound	FAK inh	Mac1 fbg inh	ERb coact inh	PLAP activator	ERa SRC1 pot
37	COc1ccc(Nc2ncc3c(n2)CC(c2ccc(OC)cc2)CC3=O)cc1 (stereo unspecified)	2	-4	8	0.8	100[fluorescence artefact?]
38	c1ccc(OCCCCn2cnc3ccccc32)cc1	3	63*	-26	1	99
39	COc1cc2c(c(OC)c1)C(c1ccncc1)CC(=O)N2 (stereo unspecified)	.	-3	-6[fluorescence artefact?]	0.9	100
40	COc1ccc(-c2cc(C(F)F)nc(-n3nc(C)cc3C)n2)cc1	-2	.	2[fluorescence artefact?]	0.9	98
41	Clc1ccc2c(c1)-c1nnc(Br)n1-c1ccccc1S2	1	.	-11	.	102
42	COc1ccc(CCNc2ccc(C)cc2)cc1	-1	2	-2	0.8	99
43	O=C(CSc1nc2cc(Cl)ccc2o1)N1CCOCC1	-5	.	0[fluorescence artefact?]	1	117[fluorescence artefact?]
44	CCOc1cc(CNC2CCCC2)cc(Cl)c1OCc1ccccc1	-5	4	.	1.4	.
45	CCOC(=O)C1CCN(C(=O)c2cc3c(-c4ccc(OC)c(OC)c4)nn(C)c3s2)CC1	2	-5	-7	1.5	109
46	CCOc1ccc(S(=O)(=O)Nc2ccc(O)c(Sc3ncn[nH]3)c2)cc1	-1	.	3[fluorescence artefact?]	.	94
47	Cc1ccc2c(c1)N(CCC(=O)NCCN1CCOCC1)C(=O)CO2	-1	-4	3[fluorescence artefact?]	1	103
48	CCSC1(SCC)N=C(N)C2(C#N)C(c3ccc(F)cc3)C12C#N (stereo unspecified)	2	30	4	1.1	73

cpd	E coli WT exp	ERa SRC1 inh	Mac1 fbg enh	MT1-MMP txn act
37	-7	2	2	1.1
38	23	-13	-9	1
39	6	3	-1	1.1
40	-1	0	.	1.1
41	.	-12	.	1.2
42	6	-2	0	1.2
43	5	-9	.	1.2
44	18	.	5	.
45	-3	-4	4	1.1
46	.	2	.	1.1
47	4	3[fluorescence artefact?]	-5	1.1
48	3	2	-2	0.9

Next records follow:
cpd	compound	FAK inh	Mac1 fbg inh	ERb coact inh	PLAP activator	ERa SRC1 pot
49	O=C(NC(=S)NC1CCCCCCCCCCC1)c1cccnc1	1	0	0	1.2	107
50	COc1ccc(N2C(=O)C3CCCN3C2c2cc(OC)c(OC)c(OC)c2)cc1 (stereo unspecified)	-2	2	-8	1.7	105
51	O=C(Nc1nccs1)c1ccc(Br)o1	1	.	10	.	110
52	COc1cccc(C2CC(c3ccccc3OC)n3nc(N)nc3N2)c1 (stereo unspecified)	-2	-5	-15[fluorescence artefact?]	1.4	110
53	O=C(c1cc(-c2ccco2)nn1-c1cccc(Cl)c1)N1CCCCC1	3	-9	16	1.3	77[fluorescence artefact?]
54	Cc1c(C(=O)NCc2ccc3c(c2)OCO3)oc2ccc(S(=O)(=O)N3CCC(C)CC3)cc12	-1	.	2	.	105
55	Cc1nc2ccc(NC(=O)C(F)(F)F)cc2o1	-2	-9	.	1.1	.
56	CCOC(=O)N1CCN(C(=O)C(CC)n2nc(C)c3sc4ccccc4c3c2=O)CC1 (stereo unspecified)	-1	.	-7	1.4	109
57	COc1ccc(C(=O)O)cc1S(=O)(=O)NCCCN1CCCC1=O	2	-3	-11	1.1	105
58	COCCNC(=O)C(c1ccc(C)o1)N(C(=O)c1snc(C(N)=O)c1N)c1cccc(C)c1 (stereo unspecified)	20*	-8	-1	1.8	108
59	CCCOc1ccccc1-c1nc(SCCC(=O)O)n[nH]1	-1	0	-6	0.9	97
60	C=C(C)c1cccc(C(C)(C)NC(=O)NCCCn2ccnc2)c1	.	-10	-3	1.3	136

cpd	E coli WT exp	ERa SRC1 inh	Mac1 fbg enh	MT1-MMP txn act
49	-15	-7	0	1.1
50	11	-6	0	1.1
51	4	4	.	1.5
52	5	-3[fluorescence artefact?]	-4	1.1
53	-12	31	0	1.2
54	-25	-6	.	0.9
55	5	.	1	.
56	3	1	.	1.1
57	4	-2	1	1.2
58	-3	-4	-1	1.1
59	-4	-7	-2	1.3
60	-7	-1	0	1
